# Gli-Sufu block – antagonists of Gli-Sufu signaling. Sufu-KO-LIGHT fibroblasts, Gli luciferase reporter luminescence. inhibition, % at 5 µM. AID 588413. 0.74% of 340,000 active;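 active = inhibition above about 55%, limit read from the data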;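 note: 0% = DMSO-treated cells and 100% = wells with medium but no cells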
# Jurkat NFkB inh – lowers PMA/ionomycin-induced NF-kB signal in Jurkat cells; PMA/ionomycin-induced NF-kB luciferase reporter, luminescence; inhibition, % at 4 µM; 0.53% of 330,000 active; AID 435003; in the data active = inhibition above about 50%
# UPR XBP1 act – activators of adaptive arm of unfolded protein response (XBP1) | activation, % at 20 µM | CHO-XBP1 luciferase reporter, IRE1-XBP1 UPR activation, luminescence; percent of tunicamycin response, DMSO as zero | 0.33% of 330,000 active;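 active = versus positive control, 20 µM dose yields 30% or more activation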;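 note: 100% = tunicamycin at 10 µg/mL and 0% = DMSO only wells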
#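 Assay system: CHO-XBP1 luciferase reporter cells; Schedule: 6 h treatment, 37 °C; Detection: glow luminescence from Steady-Glo reagent; Benchmarks: high control tunicamycin 10 µg/mL final, low control DMSO vehicle only.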
# Mdm2 MdmX PPI – human Mdm2/MdmX binding inhibition | SaOS-2 split-luciferase Mdm2/MdmX complementation, luminescence | inhibition, % at 8 µM | 3% of 330,000 active;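 active = inhibition of at least 50% at 8 µM in the primary screen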
# 697 NFkB inh – inhibitors of the PMA/ionomycin-induced NF-kB reporter in 697 B cells; 697 B-cell NF-kB luciferase reporter, 16 h; inhibition, % at 4 µM; 0.33% of 330,000 active; in the data active = inhibition above about 35%
# CXCR6 inh – blocks human CXCR6 beta-arrestin recruitment | 0.36% of 360,000 active | inhibition, % at 20 µM | CHO-K1 PathHunter CXCR6 beta-arrestin, luminescence; in the data active = inhibition above about 34%, passing the limit was not always enough;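 note: antagonist mode with CXCL16 agonist at 10 nM final; 0% = 10 nM CXCL16 with DMSO and 100% = unstimulated wells without agonist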
# Target sequence (O00574 whole entry, looked up): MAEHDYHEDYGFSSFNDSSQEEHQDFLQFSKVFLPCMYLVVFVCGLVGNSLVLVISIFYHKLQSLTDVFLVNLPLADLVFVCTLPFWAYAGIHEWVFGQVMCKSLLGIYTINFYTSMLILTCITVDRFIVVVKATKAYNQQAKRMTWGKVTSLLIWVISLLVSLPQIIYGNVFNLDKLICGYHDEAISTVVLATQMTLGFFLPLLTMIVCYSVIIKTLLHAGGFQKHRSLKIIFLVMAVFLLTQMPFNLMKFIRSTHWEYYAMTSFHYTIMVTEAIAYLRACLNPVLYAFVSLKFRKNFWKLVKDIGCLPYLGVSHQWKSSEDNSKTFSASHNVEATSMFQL
# EBI2 block – antagonists of human EBI2 receptor; inhibition, % at 5 µM; EBI2 beta-arrestin recruitment, luminescence, 7a,25-OHC stimulated; AID 651636; 0.81% of 360,000 active; in the data active = inhibition above about 38%;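 note: enzyme fragment complementation signal reports receptor beta-arrestin coupling in cells; 0% = agonist plus DMSO wells and 100% = wells without agonist; some results beyond the cut were filed as inactive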
# Target sequence (P32249 whole entry, looked up, the tested form may be a part): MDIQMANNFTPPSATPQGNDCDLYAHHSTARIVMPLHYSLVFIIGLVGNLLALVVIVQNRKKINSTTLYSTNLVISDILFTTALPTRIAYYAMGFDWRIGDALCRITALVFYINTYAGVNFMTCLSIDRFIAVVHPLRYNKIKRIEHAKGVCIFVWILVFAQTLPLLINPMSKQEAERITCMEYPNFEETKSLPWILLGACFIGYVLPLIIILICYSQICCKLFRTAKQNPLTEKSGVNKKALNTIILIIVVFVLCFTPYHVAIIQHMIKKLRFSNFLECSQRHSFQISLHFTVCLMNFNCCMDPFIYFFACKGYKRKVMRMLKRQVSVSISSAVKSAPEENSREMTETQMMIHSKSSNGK
# CHOP UPR activ – apoptotic UPR (CHOP) activation; CHO-CHOP luciferase reporter, luminescence; percent of tunicamycin response over DMSO baseline; activation, % at 10 µM; 0.34% of 330,000 active;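 active = at 10 µM dose, activation of 40% or more, normalized to positive control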;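 note: 100% = tunicamycin at 10 µg/mL and 0% = DMSO alone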
#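 System: CHO CHOP reporter cells. Amount: 500 cells per well. Buffer or medium: F12 medium, 10% FBS. Compound dosing: one dose, 10 µM in 0.5% DMSO. Incubation: 6 h compound exposure at 37 °C after overnight seeding. Technique: Steady-Glo luciferase luminescence. Benchmarks: tunicamycin and DMSO controls.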
# CCR6 antagonist – antagonists of human CCR6 receptor; P51684; CHO-K1 CCR6 PathHunter beta-arrestin, luminescence, CCL20-stimulated; inhibition, % at 20 µM; 0.49% of 340,000 active; AID 493098;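 active = compounds whose inhibition of the agonist-driven luminescence signal at 20 µM reaches about 50%, limit read from the data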;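 note: cells stimulated with CCL20 at 14 nM final; plate controls were DMSO with CCL20 for no effect and DMSO without agonist for full effect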
# * = called active by the depositor; x = no result given.
SMILES,Gli-Sufu block,Jurkat NFkB inh,UPR XBP1 act,Mdm2 MdmX PPI,697 NFkB inh,CXCR6 inh,EBI2 block,CHOP UPR activ,CCR6 antagonist
Nn1c(SCc2nc3ccccc3[nH]2)nnc1-c1cccnc1,5,-1,2,15,27,2,1,0.4,2
O=C(NC(=O)N1CCOCC1)c1ccccc1,16,2,-1,10,21,-2,-10,2.6,8
O=C(O)c1cccc(Cl)n1,4,3,2,-34,14,4,0,-0.6,-6
COc1ccc(OC)c(C(C[N+](=O)[O-])c2c(C)cc3ccccn23)c1 (configuration not stated),-1,17,-13,68*,-9,-9,-17,35,18
CSc1sc(C(=O)NN)c2c1C(O)CCC2 (configuration not stated),-3,5,0,19,25,-23,-52,0.6,-6
CCCC(=O)Nc1cc(=O)[nH]c2ncnn12,-4,6,0,-6,-3,3,-11,-1.5,15
COc1ccc(C(=O)NC2CCN(S(=O)(=O)Cc3ccccc3)CC2)c(OC)c1,4,-6,1,-18,-10,-1,2,0.1,5
CC(=O)N(Cc1ccc(F)cc1)c1cccc(C)c1C,-7,2,-1,44,13,9,3,-1.6,8
S=c1nc2c(n[nH]1)c1ccccc1n2CCc1ccccc1,7,12,-2,23,0,6,0,1.1,4
Cc1ccc(-c2cc(-c3ccc(C)o3)nc(N)c2C#N)cc1,-13,-3,-7,0,12,0,-2,-1.8,43
Cn1c(NC(=O)c2ccc(S(=O)(=O)N3CCOCC3)cc2)cc(=O)n(C)c1=O,-7,-2,-2,31,1,3,-12,1.1,11
CC1CCc2sc(C(=O)NN=C3CCC(c4ccccc4)CC3)cc2C1 (configuration not stated),-22,-4,-3,16,10,-10,-17,1.7,-16
CCNC(=O)/C=C/c1ccccc1[N+](=O)[O-],4,-2,-4,-16,3,5,-12,-3.1,8
Cc1nc2ccccc2nc1N/N=C/c1ccc(O)cc1O,1,20,5,78*,-37,-6,10,0.9,16
O=C(Nc1ccc2c(c1)CN(Cc1ccco1)CC2)C1CCCO1 (configuration not stated),-5,5,-3,1,11,4,-11,0.1,1
Cc1ccc(S(=O)(=O)N/N=C\c2ccc([N+](=O)[O-])o2)cc1C,-1,10,-2,18,13,-7,-17,2.4,2
COc1ccccc1C(OC(=O)c1ccco1)C(=O)NC(C)(C)C (configuration not stated),-8,-3,-2,19,13,-3,-8,0.1,15
CCOc1ccccc1NC(=O)Cn1c(C)cc(COC)c(C#N)c1=O,12,-3,-1,30,2,-11,-8,-0.2,-4
O=C(OCc1nc2ccsc2c(=O)[nH]1)c1ccco1,-3,-7,0,-7,13,-7,-11,-0.9,5
Cc1c(CCOC(=O)CC23CC4CC(CC(C)(C4)C2)C3)sc[n+]1CC(=O)c1ccccc1,16,6,-2,54*,-25,-3,-5,-0.6,43
CC(OC(=O)c1cccc(-n2cnnn2)c1)C(=O)Nc1ccc(F)cc1 (configuration not stated),50,7,-3,18,-23,-3,-12,2.5,0
O=C1NC(NS(=O)(=O)c2ccccc2)(C(F)(F)F)C(=O)N1Cc1cccnc1 (configuration not stated),-3,2,2,-5,0,-2,-13,-0.3,-17
CN(C)c1cccc2c(S(=O)(=O)Nc3ccccn3)cccc12,4,2,-1,-13,18,3,-17,0.8,-1
COc1ccc(CCn2c(C)nc3ccccc3c2=O)cc1OC,2,-7,3,26,2,-7,-13,2.0,3
Cc1ccc(S(=O)(=O)NCc2cccnc2)c(C)c1,0,1,-3,21,9,-1,-4,2.1,-4
COc1ccc(C(=O)O/N=C(\N)Cc2ccc(Cl)cc2Cl)cc1OC,-8,-3,-4,97*,-41,-26,-7,3.2,-14
C/C(=N/NS(C)(=O)=O)c1ccc2ccccc2c1,0,-20,1,24,8,-6,-2,-0.4,-1
Cc1cccc(NC(=O)CSc2ncnc3nc[nH]c23)c1C,4,-12,-1,4,16,0,1,-0.2,-5
Cc1ccc(C)c(N(CC(=O)NCCSCc2ccco2)S(C)(=O)=O)c1,1,17,1,12,3,-1,4,-0.1,19
COc1ccc2cc1Oc1ccc(cc1)C[C@H]1c3cc(c(OC)cc3CCN1C)Oc1c(O)c(OC)cc3c1[C@H](C2)N(C)CC3,18,82*,2,98*,18,x,x,8.8,28
O=C(NCc1ccccc1C(F)(F)F)C1CC(c2cccc(F)c2)=NO1 (configuration not stated),-5,11,0,-8,14,-1,-17,-1.1,14
CCCOc1cccc(C(=O)N/N=C/c2coc3ccccc3c2=O)c1,-8,-3,-3,27,22,-6,-8,4.1,1
OC(CCN1CCCCC1)(c1ccccc1)C1C[C@@H]2C=C[C@H]1C2 (some centres not stated),4,-6,-5,40,14,0,-6,-1.2,6
Cc1nn(CC(=O)OCC(=O)NCCc2ccc(F)cc2)c(C)c1[N+](=O)[O-],4,4,-2,2,-5,0,-1,0.7,-8
Cc1cccc(Nc2ncc3c(n2)CC(c2ccco2)CC3=O)c1 (configuration not stated),8,15,1,9,12,-2,11,-0.4,17
COc1ccc2[nH]c(-c3ccc(C)cc3)cc(=O)c2c1,-40,-41,-9,-31,-143,-3,-6,-6.6,4
O=[N+]([O-])c1ccc(N2CCN(c3ccc(O)cc3)CC2)c(Cl)c1,47,-18,4,23,-13,-12,12,-1.3,9
CN(C(=O)c1cc2nc(-c3ccco3)cc(C(F)(F)F)n2n1)C1CCCCC1,9,4,3,-1,-10,0,-8,-0.9,9
CCCNC(=S)Nc1ccc(S(N)(=O)=O)cc1,-7,-7,0,-19,20,-4,-5,0.7,4
O=C(NNS(=O)(=O)c1ccc(F)cc1F)C1Cc2c(ccc3ccccc23)O1 (configuration not stated),10,-11,-2,29,-24,-3,8,-0.2,1
O=C1C(=O)N(c2ccccc2)c2ccccc21,4,-6,6,2,-5,16,5,-0.2,16
OCCNCc1cccc(OCc2ccc(Cl)cc2)c1,-12,-22,-1,10,-10,7,-7,-0.3,18
O=C(O)C1CCN(c2ccc([N+](=O)[O-])cc2[N+](=O)[O-])CC1,7,-5,-2,0,9,5,11,1.9,9
CSC[C@@H]1NC(=S)N(c2ccc(C)cc2)C1=O,16,12,9,24,5,13,-9,28,34
COc1nc(NCC(C)C)nc(Oc2ccc(OCc3ccccc3)nn2)n1,-2,2,1,2,-28,1,4,-0.6,-1
CCOc1ccc(N(C(=O)CNC(=O)c2ccco2)C(C(=O)NC2CCCC2)c2cccnc2)cc1 (configuration not stated),-4,-5,4,11,4,-5,-4,0.7,10
O=C(N/N=C/c1ccc(C(=O)O)cc1)C(=O)N1CCCCCC1,1,16,-3,22,-17,-7,4,2.8,0
COCC1CCN(Cc2cn[nH]c2-c2cc(OC)c(OC)c(OC)c2)CC1,9,2,-2,-12,17,0,2,0.8,2
Cc1cc(C)c(OCCCNCc2ccccc2)c(Br)c1,-7,19,-2,16,9,-2,31,1.7,15
CC1(C)CCC(=O)N2CC[C@H]3C[C@H](OC(=O)Nc4ccc(Br)cc4)C[C@@H]1[C@H]32,-3,-14,0,5,-3,2,-3,3.5,12
# New compounds follow:
SMILES,Gli-Sufu block,Jurkat NFkB inh,UPR XBP1 act,Mdm2 MdmX PPI,697 NFkB inh,CXCR6 inh,EBI2 block,CHOP UPR activ,CCR6 antagonist
CN(C)CCN(C(=O)c1ccc2c(c1)OCCO2)c1nc2c(Cl)cccc2s1,14,-14,-1,-1,-77,7,-3,0.2,-4
CCc1ccc(-c2nc(CSCC(=O)NC3CC3)c(C)o2)cc1,80*,-8,-10,0,97*,0,0,-11,9
Cc1ccc2[nH]c(=O)c(CN(Cc3cccs3)Cc3nnnn3CC3CCCO3)cc2c1 (configuration not stated),54,9,-1,-21,-2,5,3,-1.5,9
O=C(O)CCCNS(=O)(=O)c1ccc(F)cc1,0,-4,-1,-7,14,1,-3,0.7,2
CCc1nc(SCC(=O)Nc2ccc(OC)cc2[N+](=O)[O-])n[nH]1,2,2,1,-1,27,0,-4,0.1,7

# Shown tab-delimited: part of the list above
compound	Gli-Sufu block	Jurkat NFkB inh	UPR XBP1 act	Mdm2 MdmX PPI	697 NFkB inh	CXCR6 inh	EBI2 block	CHOP UPR activ	CCR6 antagonist
O=[N+]([O-])c1ccc(N2CCN(c3ccc(O)cc3)CC2)c(Cl)c1	47	-18	4	23	-13	-12	12	-1.3	9
CN(C(=O)c1cc2nc(-c3ccco3)cc(C(F)(F)F)n2n1)C1CCCCC1	9	4	3	-1	-10	0	-8	-0.9	9
CCCNC(=S)Nc1ccc(S(N)(=O)=O)cc1	-7	-7	0	-19	20	-4	-5	0.7	4
O=C(NNS(=O)(=O)c1ccc(F)cc1F)C1Cc2c(ccc3ccccc23)O1 (configuration not stated)	10	-11	-2	29	-24	-3	8	-0.2	1
O=C1C(=O)N(c2ccccc2)c2ccccc21	4	-6	6	2	-5	16	5	-0.2	16
OCCNCc1cccc(OCc2ccc(Cl)cc2)c1	-12	-22	-1	10	-10	7	-7	-0.3	18
O=C(O)C1CCN(c2ccc([N+](=O)[O-])cc2[N+](=O)[O-])CC1	7	-5	-2	0	9	5	11	1.9	9
CSC[C@@H]1NC(=S)N(c2ccc(C)cc2)C1=O	16	12	9	24	5	13	-9	28	34
COc1nc(NCC(C)C)nc(Oc2ccc(OCc3ccccc3)nn2)n1	-2	2	1	2	-28	1	4	-0.6	-1
CCOc1ccc(N(C(=O)CNC(=O)c2ccco2)C(C(=O)NC2CCCC2)c2cccnc2)cc1 (configuration not stated)	-4	-5	4	11	4	-5	-4	0.7	10
O=C(N/N=C/c1ccc(C(=O)O)cc1)C(=O)N1CCCCCC1	1	16	-3	22	-17	-7	4	2.8	0
COCC1CCN(Cc2cn[nH]c2-c2cc(OC)c(OC)c(OC)c2)CC1	9	2	-2	-12	17	0	2	0.8	2
Cc1cc(C)c(OCCCNCc2ccccc2)c(Br)c1	-7	19	-2	16	9	-2	31	1.7	15
CC1(C)CCC(=O)N2CC[C@H]3C[C@H](OC(=O)Nc4ccc(Br)cc4)C[C@@H]1[C@H]32	-3	-14	0	5	-3	2	-3	3.5	12
CN(C)CCN(C(=O)c1ccc2c(c1)OCCO2)c1nc2c(Cl)cccc2s1	14	-14	-1	-1	-77	7	-3	0.2	-4
CCc1ccc(-c2nc(CSCC(=O)NC3CC3)c(C)o2)cc1	80*	-8	-10	0	97*	0	0	-11	9

# Screening data (PubChem BioAssay)
